Pf growth 96h – Primary qHTS for delayed death inhibitors of the malarial parasite plastid, 96 hour incubation | Potency, µM (top dose mostly 28.7 µM), without a hit: top-dose activity change, negative = inhibition, actives largely listed as inhibitors | hit rate 6.9% among 320,000 | P. falciparum luciferase reporter growth, 96 h; note: potency is the fitted concentration of half-maximal effect; % is set by controls: 0 for no effect and ±100 for the full control effect
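Parasite growth measured via integrated firefly luciferase reporter in P. falciparum. Infected erythrocytes at 2% hematocrit, 0.05% parasitemia final were treated 96 hours at 37 C under 5% CO2, and luminescence was read.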
Tb PYK inh – qHTS of Trypanosoma Brucei Inhibitors | Potency, µM (series often up to 76.8 µM), inactives show at the highest dose activity, negative = inhibition, usual class: inhibitors | hit rate 0.12% among 410,000 | pyruvate kinase (Trypanosoma brucei), Q57TT1 | TbPYK enzyme, Kinase-Glo Plus ATP luminescence, 45 min; note: potency is the fitted concentration of half-maximal effect; % is set by controls: 0 for no effect and ±100 for the full control effect; nearly all actives have a fitted effect of over 50% in size
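Luminescence from Kinase-Glo Plus, added after a 45-minute room-temperature reaction, served as the end-point read-out. The enzyme and substrate were preincubated with compound before ADP (130 uM final) initiated turnover. Concentration-effect curves came from normalized qHTS data.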
HCV inh – qHTS Assay for Inhibitors of Hepatitis C Virus (HCV). Potency, µM (titrated, usually from 41.8 µM), for inactives: top-dose activity change, negative = inhibition, most hits filed as inhibitors. AID 651820, 2012. Huh7.5.1 HCVcc-Cre infection, luciferase reporter, 44 h. hit rate 3.4% among 340,000; note: potency is the fitted concentration of half-maximal effect; % is set by controls: 0 for no effect and ±100 for the full control effect
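Seed cells (1,000/well) for 4 h; treat with compound and infect with HCVcc-Cre, moi about 0.5. Incubate 44 h, then detect luciferase activity.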
Shiga inhibitor – A qHTS for Small Molecule Inhibitors of Shiga Toxin; Vero cells, Shiga toxin protein synthesis inhibition reporter; inhibition, % at 38.7 µM; hit rate 9.2% among 290,000; AID 2315, 2010; in the data active = inhibition mostly above about 28%, no sharp cut-off; inactive = mostly below about 43%; note: 0% is about no effect
Pf growth 48h – Primary qHTS for delayed death inhibitors of the malarial parasite plastid, 48 hour incubation; P. falciparum luciferase growth in erythrocytes, 48 h; Potency, µM (series often up to 28.7 µM), for inactives: at the top dose activity change, negative = inhibition, actives largely listed as inhibitors; hit rate 5.9% among 310,000; AID 504832, 2011; note: potency is the fitted concentration of half-maximal effect; % is set by controls: 0 for no effect and ±100 for the full control effect
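Firefly luciferase activity from engineered P. falciparum reports growth; inhibitors lower the luminescent signal. Cultures contained 2% hematocrit erythrocytes at 0.1% final parasitemia.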
LmPK inh – qHTS Assay for Inhibitors of Leishmania Mexicana Pyruvate Kinase (LmPK). purified LmPK, Kinase-Glo ATP luminescence, 1 h. hit rate 0.37% among 290,000. Potency, µM (top dose mostly 57.5 µM), for the others: at the top dose activity change, negative = inhibition, actives largely listed as inhibitors; note: potency is the fitted concentration of half-maximal effect; % is set by controls: 0 for no effect and ±100 for the full control effect
Target sequence (Q27686 whole entry, looked up): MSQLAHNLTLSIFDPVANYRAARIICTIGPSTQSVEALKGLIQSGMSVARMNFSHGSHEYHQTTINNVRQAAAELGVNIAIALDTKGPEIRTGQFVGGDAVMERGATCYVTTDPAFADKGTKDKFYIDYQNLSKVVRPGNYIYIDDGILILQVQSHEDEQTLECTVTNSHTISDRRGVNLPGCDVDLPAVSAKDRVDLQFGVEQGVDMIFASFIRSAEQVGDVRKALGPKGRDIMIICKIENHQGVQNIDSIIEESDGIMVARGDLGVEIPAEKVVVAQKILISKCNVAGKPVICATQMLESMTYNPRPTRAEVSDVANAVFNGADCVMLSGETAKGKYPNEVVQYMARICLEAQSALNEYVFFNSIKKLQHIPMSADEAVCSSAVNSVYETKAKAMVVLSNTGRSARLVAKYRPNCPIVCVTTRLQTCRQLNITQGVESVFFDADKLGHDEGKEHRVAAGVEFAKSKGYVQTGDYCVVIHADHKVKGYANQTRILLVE
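Purified LmPK (0.1 nM) with 0.5 mM PEP and 0.1 mM ADP in imidazole buffer pH 7.2 with MgCl2/KCl, 1 h at room temperature. ATP formed was read by luciferase luminescence and normalized to no-enzyme and uninhibited controls.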
CHX counter – Cycloheximide Counterscreen for Small Molecule Inhibitors of Shiga Toxin; hit rate 12% among 300,000; AID 2314, 2010; cell reporter, cycloheximide protein synthesis inhibition counterscreen; max response, %; in the data active = max response mostly above about 13%, no sharp cut-off; inactive = mostly below about 14%; note: read at 38.3 µM for the half of the compounds with a filed dose; 0% is about no effect
* = called active by the depositor; ? = inconclusive; . = no result given; & = joins results of further samples; [ ] = another dose, or the depositor's remark. Unless noted, calls come from the whole dose curve; as a rule, active = well fitted curve in the direction sought with a large enough effect; inconclusive = small, poorly fitted or top-dose-only effect, or another doubt; inactive = no such curve, though single readings can be large; an effect the other way counts as inactive or inconclusive.

SMILES	Pf growth 96h	Tb PYK inh	HCV inh	Shiga inhibitor	Pf growth 48h	LmPK inh	CHX counter
CNC(=O)C1CC(=O)N(c2ccc(C)cc2)C1 (configuration not stated)	-74%	1%	13%	22	11%	-8%	1
CC(NC(=O)c1ccccc1)C(=O)NC1CCCc2ccccc21 (configuration not stated)	16%	-3%	6%	.	1%	.	.
Cc1ccc(Oc2ccc(NC(=O)CCC(=O)OCC(=O)c3cccs3)cc2)cc1C	1%	2%	4%	33	13%	1%	17*
CC1(C)NC(=O)N(c2ccccc2Cl)C1(C)NO (configuration not stated)	.	3%	-2%	22	20%	0%	5
Cc1ccc2c(c1)NC(=O)C(CC(=O)NCCCN1CCN(c3cc(Cl)ccc3C)CC1)O2 (configuration not stated)	?	1%	-5%&-13%	-9	-15%	-3%	0
Cc1ccc(OCCC(=O)OCC(=O)NCCc2ccccc2)cc1	-9%	-8%	-5%	-4	8%	-1%	-2
COc1cc(C=O)ccc1OCCSc1ccc(C)cc1	68%[activator]	1%	7%	46*	99%[activator]	0%	39*
O=C(NCCO)/C(=C/c1ccc2c(c1)OCO2)NC(=O)c1ccc(Br)cc1	-18%	7%	-6%	74*	-15%	-1%	41*
Cc1ccccc1S(=O)(=O)Cc1ccc(C(=O)N2CCN(c3ccccc3F)CC2)o1	?	0%	10µM*	-5	?	-1%	-3
CCCCC(=O)OCC(=O)c1[nH]c(C)c(C(=O)OCC)c1C	.	7%	-3%	84*	17%	2%	31*
COC(=O)c1ccccc1NC(=O)CSc1nc(C)cc(C)n1	43%[activator]	-6%	3%	-10	19%	-15%	-4
O=C(CSc1nnc(NC2CCCCC2)s1)N1CCOCC1	-7%	3%	9%	.	16%	.	.
CCc1cc(OCCCCNCc2ccccc2)ccc1Cl	-5%	-12%	?	-12	17%	-5%	-7
Cc1ccc(C(=O)Nc2c(C(=O)NCc3ccco3)cnn2-c2ccccc2)cc1	55%[activator]	-1%	-8%	21	?	1%	12
O=c1c(S(=O)(=O)c2ccc(Cl)cc2)cn(Cc2cccc(F)c2)c2ccc(F)cc12	?	-3%	17%	14	?	3%	-3
Cc1cc(C)cc(NC(=O)c2sc3nc(C)cc(C)c3c2N)c1	-12%	-10%	-20%	118*	91%[activator]	0%	25*
CCN(Cc1ccc(C#CCCO)cc1)CC1CCCN(CCc2cccc(F)c2)C1 (configuration not stated)	-22%	-3%	?	-15	4.7µM*	0%	5
COCCN1C(=O)c2ccccc2C(C(=O)NCc2ccco2)C1c1c[nH]c2ccccc12 (configuration not stated)	0%	-6%	35%[activator]	-2	?	2%	-3
CN(C(=O)C1CCC(=O)N(CCc2ccc(Cl)cc2)C1)C1CCOCC1 (configuration not stated)	?	-7%	16%	-13	3%	-6%	-2
O=C(NCCCCCCNC(=O)N1CCCCCC1)N1CCCCCC1	.	3%	23%	-6	?	5%	-1

2 consecutive records from above, quoted:
SMILES	Pf growth 96h	Tb PYK inh	HCV inh	Shiga inhibitor	Pf growth 48h	LmPK inh	CHX counter
CN(C(=O)C1CCC(=O)N(CCc2ccc(Cl)cc2)C1)C1CCOCC1 (configuration not stated)	?	-7%	16%	-13	3%	-6%	-2
O=C(NCCCCCCNC(=O)N1CCCCCC1)N1CCCCCC1	.	3%	23%	-6	?	5%	-1

Next structures
SMILES	Pf growth 96h	Tb PYK inh	HCV inh	Shiga inhibitor	Pf growth 48h	LmPK inh	CHX counter
COc1ccc(-n2nc3c(c2NC(=O)c2cc(Br)ccc2Cl)CS(=O)C3)cc1 (configuration not stated)	-22%	5%	-6%	-14	.	6%	-6
S=C(N/N=C/c1ccc2ncccc2c1)Nc1cccnc1	-4%	-2%	0%	66	-20%	-1%	23*
CCCSc1ccc([C@@H]2[C@@H]3C(=O)N(C)C(=O)[C@@H]3[C@]3(C(=O)OC)CCCCN23)cc1OC	?	-13%	-25%	.	13µM*	.	.
CCc1cc2c(=O)n(CC(=O)NCCc3ccc(OC)c(OC)c3)cnc2s1	?	-22%	-6%	-13	-21%	0%	0
O=C(COC(=O)/C=C/c1ccc(F)cc1)NC1CCCC1	11%	-7%	9%	.	16%	.	.
CCOC(=O)c1sc(=S)n(-c2ccc(OC)cc2)c1C	?	1%	5%	23	13µM*	0%	1
Oc1ccc(N2CCN(C(=S)NCCc3ccccc3)CC2)cc1	139%[activator]	?	?	9	?	-17%	24*
O=C(NCCCNc1ccc(C(F)(F)F)cc1[N+](=O)[O-])c1cc(F)c(F)cc1Cl	0%	1%	?	14	10%	-2%	0
COc1ccc(CCNC(=O)CS(=O)Cc2nc(-c3ccccc3Cl)oc2C)cc1OC (configuration not stated)	128%[activator]	-19%	9%	3	-10%	9%	0
Cc1nc(SCC(O)CCl)c([N+](=O)[O-])[nH]1 (configuration not stated)	14%	9%	18%	-4	35%[activator]	6%	0
CN(CC(=O)NCCc1ccc(S(N)(=O)=O)cc1)c1ccccc1	3%	4%	4%	-4	-24%	3%	-3
Cc1ccc(C)c(NC(=S)N(Cc2ccco2)C(C)c2cccs2)c1 (configuration not stated)	-24%	1%	14%	23	?	-2%	-7
COc1ccccc1CNC(=O)CCNS(=O)(=O)c1cccc2nonc12	88%[activator]	-9%	-5%	-7	5%	-7%	-12
COc1ccccc1CNS(=O)(=O)c1c(C(=O)N2CCCCC2)c(C)n(C)c1C	-1%	-1%	13%	22	?	3%	11
N#Cc1c(NC(=O)/C=C/c2ccco2)sc2c1CCCC2	9%	0%	?	67*	275%[activator]	1%	51*
COc1cccc(CN(C)Cc2nc3cc(C(F)(F)F)ccc3c(=O)[nH]2)c1	14%	1%	35%[activator]	9	1%	0%	-2
COCCNC(=O)c1cccc(OC2CCN(Cc3ccccc3OCCO)CC2)c1	3%	2%	-7%	-6	-3%	-1%	-2
c1ccc(-n2c(-c3cccs3)nc3nc4ccccc4nc32)cc1	?	-5%	1%	-6	-7%	0%	-4
COc1ccccc1C(=O)Nc1c(C(=O)N(CCN(C)C)Cc2ccco2)oc2ccccc12	10µM*	0%&2%	?	-2	?	-6%	-1
Cc1ccc(S(=O)(=O)n2cnc3ccccc32)cc1	16%	-6%	5%	17	6%	1%	-2

The final two entries of the section before lead into the next:
SMILES	Pf growth 96h	Tb PYK inh	HCV inh	Shiga inhibitor	Pf growth 48h	LmPK inh	CHX counter
COc1ccccc1C(=O)Nc1c(C(=O)N(CCN(C)C)Cc2ccco2)oc2ccccc12	10µM*	0%&2%	?	-2	?	-6%	-1
Cc1ccc(S(=O)(=O)n2cnc3ccccc32)cc1	16%	-6%	5%	17	6%	1%	-2
CC(C)(C)c1cc(NC(=O)COC(=O)C2CC2)n(-c2ccccc2)n1	-29%	-6%	21%	-7	.	11%	-3
Nc1cccc(-n2nnnc2CN2CCOCC2)c1	10µM*	-24%	13%	12	0%	3%	0
NNC(=O)COc1ccc(-c2n[nH]c(C(F)(F)F)c2-c2ccc(Br)cc2)c(O)c1	8.3µM*	-4%	-25%	11	9.3µM*	1%	-3
NC(=O)C1CCN(c2ncnc3c(-c4ccccc4)nsc23)CC1	43%[activator]	-8%	-2%	51*	76%[activator]	6%	50*
Cc1cc(C)nc(NC(=O)c2cccc(Cl)c2)n1	36%[activator]	5%	6%	-4	53%[activator]	-17%	-5
COc1ccc(S(=O)(=O)N2CCCCC2)cc1NC(=O)COc1ccccc1	?	3%	?	.	?	.	.
Cc1nccn1CC(O)Cn1c2ccccc2c2ccccc21 (configuration not stated)	-12%	7%	?	6	?	-4%	7
O=C1OCC(c2ccccc2)=C1c1ccccc1[N+](=O)[O-]	-5%	4%	-1%	-4	-10%	1%	11
O=c1[nH]c2ccccc2c(=O)n1Cc1ccccc1	.	-4%	-18%	-20	20%	-2%	-3
O=C(NCCc1ccccc1)c1noc2c1CCCCC2	53%[activator]	0%	-25%	96*	97%[activator]	0%	35*
CCOc1ccc(N=Nc2c(C)[nH]n(-c3ccccc3)c2=O)cc1	-25%	-3%	11%	.	24%	9%	-3
CC1=C(C)C(=O)C(C(CCCCCC(=O)O)c2ccccc2)=C(C)C1=O (configuration not stated)	?	-4%	.	.	?	.	.
NC(=O)C1CCN(c2nc(-c3cccc(N)c3)cs2)CC1	?	-18%	.	.	?	.	.
Cc1ccc(SCCC(=O)N/N=C/c2ccncc2)cc1	81%[activator]	-1%	-10%	-8	31%	-1%[11.5 µM]	-1
O=C(Cc1ccccc1)NCC(=O)OCc1ccccc1F	0%	0%	1%	-32	10%	-11%	-4
COc1ccc(Nc2ncnc3ccccc23)c(OC)c1	-15%	-2%	?	13	64%[activator]	3%	8
Cc1ccc2nc(NCCNC(=O)c3ccccc3)c(C#N)cc2c1	?	-1%	?	.	10%	-1%	1
O=C(O)c1sccc1S(=O)(=O)c1ccccc1	0%	7%	-1%	-8	1%	1%	1
COc1cccc(C(=O)O/N=C/c2ccc(Sc3ccc(C)cc3)nc2)c1	0%	0%	19%	-12	.	-9%	-2
COc1ccc(OC)c(S(=O)(=O)Nc2ccc(CC(=O)O)cc2)c1	13µM*	-2%	5%	-9	5%	-1%	-1
Cc1ccc(OCC(=O)OC(C)CN(C)Cc2ccccc2)cc1 (configuration not stated)	8%	1%	0%	22	37%[activator]	4%	-4
C=CCN(C(=O)Nc1ccc2c(c1)nc(C)n2C)c1ccccc1	128%[activator]	4%	11%	47*	66%[activator]	-6%	32*
CCOC(=O)c1cccc(NC(=O)Nc2ccc3c(c2)C(=O)OC3)c1	18%	-1%	-4%	-5	-1%	0%	-1
CN1CCN(c2ccccc2NC(=O)Cc2ccc(Cl)cc2)CC1	?	-10%	8%	-13	.	-6%	-4
COc1ccccc1C(C)NCC(=O)NCC(=O)Nc1ccc(F)c(F)c1F (configuration not stated)	-2%	-1%	-28%	-9	-4%	-2%	12
COc1ccc(C2c3ccc(O)cc3Oc3ncn(Cc4ccco4)c(=N)c32)cc1OC (configuration not stated)	-30%	0%	?	-3	?	1%	-4
COc1cccc(C(=O)Nc2nnc(-c3ccc(OC)cc3OC)s2)c1	16%	3%	10µM*	-2	12%	1%	-7
Cc1ccc(CNC(=O)c2ccccc2N(C)S(C)(=O)=O)cc1	-6%	-4%	4%	-4	2%	0%	-3
Cc1ccccc1N1CCN(C2CCCN(C(=O)CN3CCCC3=O)C2)CC1 (configuration not stated)	1%	6%	14%	10	5%	-5%	8
CCOC(=O)N/N=C/c1cn(CCCOc2ccccc2)c2ccccc12	-16%	0%	?	66*	-1%	5%	46*
COc1ccc(N(Cc2cc3cc(OC)ccc3[nH]c2=O)S(=O)(=O)c2ccc(NC(C)=O)cc2)cc1	9.3µM*	2%	?	-16	2.3µM*	-3%	-4
CN(C)S(=O)(=O)c1ccc(N2CCCC2)c(C(=O)Nc2ccc(C(N)=O)cc2)c1	-3%	-18%	2%	.	?	.	.
CCC(C)c1ccc(NC(=S)Nc2ccc(OC)c(OC)c2)cc1 (configuration not stated)	27%	-12%	-9%	15	-1%	3%	5
O=C(CSCc1c(F)cccc1Cl)NCc1ccncc1	14%	4%	20%	-6	3%	5%	-3

Assay outcomes (PubChem)
